Screening results deposited in PubChem by Sanford-Burnham Center for Chemical Genomics.
SENP8 block = human SENP8 protease inhibitors, primary screen, biochemical, fluorescence, Nedd8 protein substrate, uHTS | Sentrin-specific protease 8 (Homo sapiens), Q96LD8 | 0.64% of 360,000 active | AID 602440, 2012 | inhibition, % at 20 µM | recombinant SENP8; in the data active = inhibition mostly above about 40%, no sharp cut-off; inactive = mostly below about 27%
Target sequence (Q96LD8 whole entry, looked up): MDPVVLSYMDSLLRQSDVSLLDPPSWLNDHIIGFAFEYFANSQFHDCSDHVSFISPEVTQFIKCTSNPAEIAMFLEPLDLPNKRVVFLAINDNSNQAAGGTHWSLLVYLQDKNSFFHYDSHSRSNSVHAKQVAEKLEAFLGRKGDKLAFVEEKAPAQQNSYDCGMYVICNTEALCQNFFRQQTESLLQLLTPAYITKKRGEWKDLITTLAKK
ATG4B inhibitor = ATG4B protease inhibitors, primary screen, biochemical, fluorescence, uHTS. ATG4B cleavage of LC3-PLA2, NBD-HPC fluorescence, 1 h. inhibition, % at 8.33 µM. 0.51% of 340,000 active. AID 504462, 2011; in the data active = inhibition above about 40%
MPTP inh = mitochondrial permeability transition pore inhibitors, primary screen, biochemical, isolated mouse mitochondria, absorbance | inhibition, % at 10 µM | 1.4% of 360,000 active | AID 602449, 2012 | Ca2+ swelling absorbance, 30 min;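 active = inhibition of 50% or more, scaled per plate between neutral and stimulator controls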;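 note: 0% = DMSO wells given calcium and 100% = 1 mM EGTA wells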
SENP1 FRET inh = human SENP1 catalytic domain inhibitors, primary screen, biochemical, FRET, uHTS | Sentrin-specific protease 1 (Homo sapiens), Q9P0U3 | recombinant SENP1 catalytic domain, CyPet-SUMO1-YPet FRET cleavage | inhibition, % at 10 µM | 0.21% of 360,000 active | AID 624204, 2012;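 active = inhibition at least 30% at 10 µM, raw YFP signal under a set limit, fluorescence ratio 0.5 to 1.5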;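 note: 0% = enzyme with DMSO and 100% = no enzyme wells; some results filed as inactive read as strong as hits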
Target sequence (Q9P0U3 419-644 limits assumed): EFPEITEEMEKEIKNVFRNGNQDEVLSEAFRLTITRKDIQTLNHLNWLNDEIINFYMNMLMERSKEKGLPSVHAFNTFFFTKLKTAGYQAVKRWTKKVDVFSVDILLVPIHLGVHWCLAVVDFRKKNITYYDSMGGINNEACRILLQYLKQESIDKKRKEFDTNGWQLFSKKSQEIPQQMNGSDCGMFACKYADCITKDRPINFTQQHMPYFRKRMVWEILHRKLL
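Material – human SENP1 catalytic domain · Input – SENP1 enzyme, 20 pM final · Compound dosing – single concentration of 10 µM compound, 0.5% DMSO final · Timing – enzyme reaction for 50 min at room temperature, dark · Measured by – FRET fluorescence in CFP and YFP emission channels · Control set – no-enzyme wells low, DMSO-plus-enzyme wells high control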
hIAP activ = human IAP activators, primary screen, biochemical, luminescence, uHTS; Intestinal-type alkaline phosphatase (Homo sapiens), P09923; purified human IAP, CDP-Star luminescence, 30 min; active compounds read high; 1 = vehicle-only enzyme, 0 = enzyme-free background; activation factor at 10 µM; 0.16% of 330,000 active; AID 2524, 2010;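 active = activation factor of the enzyme at least 2-fold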; note: the source names both 10 and 20 µM as test concentration; values of inactives mirror those of a sister screen read the other way
SENP6 inh = SENP6 protease inhibitors, primary screen, biochemical, luminescence, uHTS; Recombinant SENP6 catalytic domain, aminoluciferin luminescence; inhibition, % at 10 µM; 1.8% of 330,000 active;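 active = inhibition above about 50% at the single tested dose, limit read from the data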;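 note: plate controls were DMSO wells with enzyme for no effect and DMSO wells lacking enzyme for full effect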
Target sequence (Q9GZR1 628-1112 limits assumed): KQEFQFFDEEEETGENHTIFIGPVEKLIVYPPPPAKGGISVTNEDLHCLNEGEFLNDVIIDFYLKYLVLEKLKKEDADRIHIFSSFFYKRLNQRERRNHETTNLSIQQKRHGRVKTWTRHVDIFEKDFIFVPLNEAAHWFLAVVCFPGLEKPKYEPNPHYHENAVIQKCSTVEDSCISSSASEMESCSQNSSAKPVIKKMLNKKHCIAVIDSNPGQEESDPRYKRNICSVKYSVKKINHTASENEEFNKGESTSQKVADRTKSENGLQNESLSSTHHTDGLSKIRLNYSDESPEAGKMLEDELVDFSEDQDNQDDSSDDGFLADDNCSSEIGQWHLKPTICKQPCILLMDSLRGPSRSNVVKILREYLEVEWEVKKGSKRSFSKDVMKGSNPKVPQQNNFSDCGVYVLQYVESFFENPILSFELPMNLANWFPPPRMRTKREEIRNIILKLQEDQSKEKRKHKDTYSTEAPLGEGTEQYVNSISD
PfG6PD inh = PfG6PD enzyme inhibitors, primary screen, biochemical, fluorescence intensity, uHTS; glucose-6-phosphate dehydrogenase-6-phosphogluconolactonase (Plasmodium falciparum 3D7); inhibition, % at 20 µM; AID 504690, 2011; 0.78% of 350,000 active; PfGluPho enzyme, NADPH resazurin-diaphorase fluorescence;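 active = inhibition reaching at least a set limit at 20 µM in the primary screen, cut at about 59% in these data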;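 note: 0% = DMSO wells with substrate and 100% = DMSO wells lacking glucose-6-phosphate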
NR3A LBD binder = binders of NR3A ligand-binding domain, primary screen, biophysical, differential scanning fluorimetry, uHTS. Glutamate receptor ionotropic, NMDA 3A (GRIN3A) ligand-binding domain. NR3A LBD differential scanning fluorimetry, Tm shift; 0% = protein alone, 100% = glycine-bound protein. Tm shift relative to glycine control, % at 25 µM. 2.5% of 340,000 active. AID 1259313, 2017;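 active = melting temperature shift of at least 10% of the positive control shift, at one fixed dose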
* hit, by the source's call; nt = no result given.

SMILES | SENP8 block | ATG4B inhibitor | MPTP inh | SENP1 FRET inh | hIAP activ | SENP6 inh | PfG6PD inh | NR3A LBD binder
COc1cc(C(=O)NCC(c2ccco2)N2CCCC2)ccc1OCc1c(C)noc1C (configuration not stated) | 11.4 | -8.2 | 0.9 | -4.0 | 0.846 | -3.7 | 1.7 | 1.2
CC(C)(C)c1ccc(-c2conc2N)cc1 | 13.9 | 2.5 | 2.5 | -1.3 | 1.14 | 30.6 | -0.6 | 0.9
C#CCN(C[C@H]1[C@H](OC(=O)NCc2ccco2)[C@H](OC(=O)NCc2ccco2)C[C@H]2C(=O)N(c3ccccc3)C(=O)[C@@H]12)S(=O)(=O)c1ccc(C)cc1 | -19.7 | nt | 0.9 | 1.8 | nt | nt | 8.0 | nt
c1cncc(CNCc2ccco2)c1 | 13.8 | -9.4 | -0.9 | 2.4 | nt | nt | 8.4 | -0.3
COc1cccc(OCC(=O)NCC2CCCO2)c1 (configuration not stated) | 7.4 | -5.7 | -5.0 | 1.5 | 1.14 | -6.3 | 0.3 | 1.2
CCn1nnnc1SCC(=O)Nc1ccc(OCc2ccccc2)cc1 | 5.6 | -2.2 | 5.0 | 2.7 | 0.942 | -2.8 | -20.6 | -0.7
O=C(Nc1nnc(C2=COCCO2)o1)c1cccc(F)c1 | 3.8 | -9.6 | 0.3 | -1.0 | 0.914 | 10.0 | 1.4 | 0.1
CC(=O)Nc1ccc(NC(=O)C(C)Sc2nnc(-c3ccc4c(c3)OCO4)o2)cc1 (configuration not stated) | -80.4 | -3.6 | -1.8 | 0.8 | 0.975 | 2.5 | -3.2 | -20.2
Cc1ccc(NC(=O)CCNS(=O)(=O)c2ccccc2)c(C(=O)c2ccccc2)c1 | 1.9 | 1.6 | 0.4 | -0.2 | 1.04 | -16.2 | -4.1 | -5.0
O=C(COc1ccc(Cl)cc1Cl)Nc1c(-c2cccs2)nc2ccccn12 | -374.5 | -3.9 | 1.3 | 3.9 | 1.09 | -2.1 | -2.0 | -6.2
CC(C)(C)c1cc(C(C)(C)C)cc(S(=O)(=O)CCc2ccccn2)c1 | 12.2 | 1.1 | 2.3 | -1.1 | 1.07 | -21.6 | 3.9 | -13.7
C[C@H]1CCCCO[C@H](CN(C)Cc2ccccc2)[C@@H](C)CN([C@@H](C)CO)C(=O)c2cc(NC(=O)CCC(F)(F)F)ccc2O1 | 18.7 | nt | -1.9 | -0.5 | nt | nt | 12.0 | nt
Cc1ccccc1/C=C\c1nc(O)c([N+](=O)[O-])c(=O)[nH]1 | 15.1 | 4.7 | -2.5 | 1.9 | 0.918 | -4.0 | -3.2 | 0.1
O=C(NCc1ccccn1)c1ccc(Cl)c(S(=O)(=O)N2CCOCC2)c1 | 1.1 | -5.4 | -0.1 | -0.8 | 1.13 | -3.8 | 3.9 | 1.8
N#Cc1cc2c(nc1SCc1cccc(Cl)c1)CCCCC2 | 7.7 | -8.4 | 0.3 | -0.5 | 1.02 | 18.0 | 2.4 | 1.3
CSCc1ccc(C(=O)OCc2nc3ccccc3s2)o1 | -35.7 | 10.3 | -2.9 | -12.3 | 0.98 | 3.1 | -2.1 | 0.9
Cn1c(SCC(=O)N2CCCC2)nc2ccccc2c1=O | 12.0 | -0.9 | 0.5 | 0.1 | 0.851 | -9.5 | 2.1 | 0.7
CCOC(=O)c1ccc(CN(Cc2ccccc2)S(=O)(=O)c2cccc([N+](=O)[O-])c2)cc1 | 11.1 | 0.2 | 4.4 | 0.1 | 1.1 | -12.6 | -0.3 | 2.8
O=C(O)c1cccc(Nc2nc(-c3cc4ccccc4oc3=O)cs2)c1 | -414.7 | -11.7 | 0.6 | -28.8 | 1.4 | 45.7 | 6.0 | -5.6
Cn1cnc([N+](=O)[O-])c1Nc1ccccc1O | 13.2 | 3.9 | -1.0 | 0.8 | 1.19 | -10.4 | 1.9 | -3.2
O=C(CN(Cc1ccccc1)S(=O)(=O)c1ccc(Br)cc1)NCc1ccco1 | 9.2 | 32.3 | 0.3 | 0.9 | 0.946 | -0.3 | 43.1 | 0.1
CCOc1ccc(S(=O)(=O)Nc2cccc(N(C)S(C)(=O)=O)c2)cc1 | 19.0 | 5.4 | 94.7* | 1.1 | 0.89 | 5.9 | -14.2 | 0.0
Cc1ccc(NC(=O)NCCN2CCCCC2)cc1Cl | 8.0 | -8.1 | 0.7 | 1.4 | 1.02 | -15.0 | -8.9 | 0.1
NC(=S)NC1CC2C=CC1C2 (configuration not stated) | 5.2 | 5.7 | 1.6 | 0.9 | 1.07 | -4.5 | -7.5 | -0.1
COc1ccc(-c2nn(-c3ccccc3)cc2C(=O)NCC(c2cccs2)N2CCOCC2)cc1 (configuration not stated) | 10.6 | -3.9 | 0.4 | 2.9 | 1.01 | 9.4 | -2.0 | -3.2
O=C(Cn1c(=O)c2cccn2c2cccnc21)NCCCN1CCN(c2ccc(F)cc2)CC1 | -11.8 | -13.9 | -0.8 | -38.2 | 1.26 | -14.3 | 5.4 | -1.4
CCn1c(COc2ccc(Cl)c(C)c2)nnc1SCC(=O)N1CCCC1 | 15.8 | -1.7 | 2.6 | 2.1 | 0.881 | 3.4 | 11.1 | -3.1
Cc1ccc(N2C(=O)C3CCC(c4ccccc4)CC3C2=O)cc1 (configuration not stated) | 0.0 | -1.8 | -1.0 | 1.0 | 1.02 | 1.2 | -6.1 | -3.9
COc1ccc(C2(O)C(=O)Nc3ccc(C)cc32)cc1 (configuration not stated) | 2.5 | 4.8 | 0.5 | 1.5 | 1.01 | -15.5 | -4.6 | 1.4
O=C(COC(=O)c1ccc(Cl)nc1)NNC(=O)c1ccc(Br)cc1 | -6.6 | 1.7 | -1.1 | -0.6 | 0.931 | -7.9 | -15.5 | -1.8
CCCn1c(=O)n(C)c(=O)c2c(SCC(=O)Nc3cc(C)on3)nc(C(C)(C)C)nc21 | 8.0 | -5.8 | -0.3 | -0.6 | 0.925 | -1.1 | -1.2 | -0.2
COCCSc1nnc(NC(=O)Cc2ccc(OC)cc2)s1 | 12.5 | -9.9 | 0.4 | -3.0 | 0.986 | 15.2 | -1.7 | 0.5
COc1cccc(C2=CC(=O)CC(C)(C)C2)n1 | 26.8 | -7.7 | -2.6 | -0.5 | 0.869 | -19.7 | -3.3 | -1.1
O=C(O)c1cn(Cc2ccccn2)c(=O)c2ccccc12 | -38.2 | -7.8 | -0.3 | 1.1 | 0.986 | -14.5 | -2.7 | 1.3
O=C(NCc1ccccn1)c1ccc(Cn2c(=S)[nH]c3ccccc3c2=O)cc1 | 5.7 | 7.4 | -1.7 | 1.9 | 1.07 | 2.2 | -15.5 | -1.0
O=C(Nc1ccccn1)N1CCOCC1 | 10.3 | -5.2 | 0.0 | 3.6 | 1.14 | -16.8 | -5.3 | -0.6
O=S1(=O)N=C(N2CCCc3ccccc32)c2ccccc21 | 37.0 | 0.3 | -13.2 | 1.8 | 1.06 | -10.1 | -15.5 | -0.5
O=C(NCc1ccncc1)C(=O)N/N=C/c1ccccn1 | 2.3 | -5.2 | -1.5 | 3.2 | 1.4 | -12.6 | 1.5 | -0.6
Cc1nn(C)c(C)c1/C=C/C(=O)c1ccc(Cl)cc1Cl | -15.9 | -9.6 | 12.5 | -1.7 | 0.899 | -1.8 | -10.6 | 0.7
COc1ccccc1NC(=O)CS(=O)(=O)c1cn(CC(=O)N2CCCC2)c2ccccc12 | -14.0 | -2.8 | 0.5 | -1.2 | 1.03 | -13.2 | 7.8 | 0.7
Cc1ccc(N2CC(C(=O)Nc3ccc4c(c3)OCO4)CC2=O)cc1C (configuration not stated) | 8.0 | -2.9 | -1.3 | -1.7 | 1.04 | -14.2 | 4.0 | -2.3
O=C(NCCc1ccccc1)C1CCN(S(=O)(=O)c2ccc(-n3cnnn3)cc2)CC1 | 12.9 | -10.8 | 3.2 | 2.1 | 1.04 | -4.3 | -21.0 | -0.7
CC(C)C(NS(=O)(=O)c1ccccc1)C(=O)N1CCCCCC1 (configuration not stated) | 6.3 | -4.9 | -0.2 | 3.0 | 0.841 | 10.2 | -5.0 | 1.3
COC(=O)N1C(=O)[C@@](c2ccc(OC)cc2)(C(C)C)N1C(=O)OC | 6.7 | 1.9 | 0.6 | 1.3 | 0.855 | -8.8 | -11.9 | 0.6
Cc1cc(C(=O)OCC(=O)Nc2ccccc2C#N)c(C)o1 | -0.2 | 1.4 | -1.1 | 0.2 | 1.05 | -1.3 | -2.9 | 2.3
Cc1ccc(CN(C)C(=O)c2cc(COc3cccc(C(F)(F)F)c3)on2)o1 | -0.2 | 0.8 | -1.7 | -13.2 | 0.978 | -4.6 | 33.0 | -0.6
Cc1cccc(OCc2nnc(N)s2)c1C | 25.1 | 6.5 | -0.5 | 2.4 | 0.86 | -23.6 | 7.1 | 12.2*
Cn1nc(-c2ccccc2)cc1NS(=O)(=O)c1ccccc1 | -3.0 | 5.0 | 2.4 | 0.6 | 1.01 | -5.3 | -22.1 | 0.9
CN1CCN(NC(=O)c2cc(-c3ccc(Br)s3)nc3ccccc23)CC1 | -285.3 | 1.5 | 82.1* | -27.5 | 1.28 | 0.8 | -6.7 | -0.3
O=C(CSc1ccccc1C(=O)O)NCC1CCCCC1 | -2.4 | 2.0 | -0.9 | 2.3 | 0.966 | -25.9 | -2.5 | -0.3
Cc1ccc(N2C(=O)N(CC(=O)NC(c3ccccc3)c3ccccc3)C(=O)C2C)cc1 (configuration not stated) | 21.2 | 0.0 | 1.4 | -0.2 | 0.932 | 2.9 | -14.4 | -4.2
COc1cccc(C(=O)Nc2c(F)c(F)c(F)c(F)c2F)c1 | 7.1 | 0.8 | 4.1 | 0.3 | 0.975 | -5.8 | 9.5 | 1.2
C/C(=N/NS(=O)(=O)c1ccc(C(C)(C)C)cc1)c1ccc2c(c1)OCO2 | 0.1 | -11.6 | -1.0 | 5.1 | 1.14 | -14.5 | 14.8 | -8.4
CC(C)(C)c1ccc(C(=O)Nc2ccc(NC(=O)c3ccco3)cc2)cc1 | 7.1 | -2.9 | -0.4 | 2.0 | 0.739 | -10.2 | -17.5 | 5.7
COc1ccc(C(=O)NCC(=O)OCC(=O)N2CCC(C)CC2)cc1OC | 6.0 | -1.2 | -0.2 | 0.8 | 1.08 | -6.4 | 1.2 | -0.6
COc1ccc(/C=C/CN2CCN(Cc3cccc(OC)c3)C(CCO)C2)cc1 (configuration not stated) | 1.3 | -8.7 | -3.3 | 1.6 | 1.22 | 8.1 | 2.3 | -2.3

Reformatted with values under each structure: part of the list above.
Second line of a record: SENP8 block, ATG4B inhibitor, MPTP inh, SENP1 FRET inh, hIAP activ, SENP6 inh, PfG6PD inh, NR3A LBD binder
O=C(NCCc1ccccc1)C1CCN(S(=O)(=O)c2ccc(-n3cnnn3)cc2)CC1
→ 12.9, -10.8, 3.2, 2.1, 1.04, -4.3, -21.0, -0.7
Cc1ccc(N2CC(C(=O)Nc3ccc4c(c3)OCO4)CC2=O)cc1C (configuration not stated)
→ 8.0, -2.9, -1.3, -1.7, 1.04, -14.2, 4.0, -2.3
Cc1ccc(N2C(=O)N(CC(=O)NC(c3ccccc3)c3ccccc3)C(=O)C2C)cc1 (configuration not stated)
→ 21.2, 0.0, 1.4, -0.2, 0.932, 2.9, -14.4, -4.2
